Source: PubChem
RAD54 inh – inhibitors of human RAD54 branch migration, primary screen, biochemical, fluorescence, single point; DNA repair and recombination protein RAD54-like (Homo sapiens), Q92698; RAD54 Holliday junction branch migration, FAM/BHQ fluorescence; inhibition, % at 10.4 µM; 360,000 tested, 0.14% active; AID 602329, 2012;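 active = mean normalized replicate activity at least 40 and at least half of replicates scoring 40 or more; inconclusive = only one of the two criteria met; inactive = mean below 40 and under half of replicates reaching 40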;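 note: 0% = median of neutral control wells and 100% = median of positive control wells; inhibitors cause a drop in the FAM fluorescence signal; in these data hits start at about 50%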
Target sequence (Q92698 whole entry, looked up): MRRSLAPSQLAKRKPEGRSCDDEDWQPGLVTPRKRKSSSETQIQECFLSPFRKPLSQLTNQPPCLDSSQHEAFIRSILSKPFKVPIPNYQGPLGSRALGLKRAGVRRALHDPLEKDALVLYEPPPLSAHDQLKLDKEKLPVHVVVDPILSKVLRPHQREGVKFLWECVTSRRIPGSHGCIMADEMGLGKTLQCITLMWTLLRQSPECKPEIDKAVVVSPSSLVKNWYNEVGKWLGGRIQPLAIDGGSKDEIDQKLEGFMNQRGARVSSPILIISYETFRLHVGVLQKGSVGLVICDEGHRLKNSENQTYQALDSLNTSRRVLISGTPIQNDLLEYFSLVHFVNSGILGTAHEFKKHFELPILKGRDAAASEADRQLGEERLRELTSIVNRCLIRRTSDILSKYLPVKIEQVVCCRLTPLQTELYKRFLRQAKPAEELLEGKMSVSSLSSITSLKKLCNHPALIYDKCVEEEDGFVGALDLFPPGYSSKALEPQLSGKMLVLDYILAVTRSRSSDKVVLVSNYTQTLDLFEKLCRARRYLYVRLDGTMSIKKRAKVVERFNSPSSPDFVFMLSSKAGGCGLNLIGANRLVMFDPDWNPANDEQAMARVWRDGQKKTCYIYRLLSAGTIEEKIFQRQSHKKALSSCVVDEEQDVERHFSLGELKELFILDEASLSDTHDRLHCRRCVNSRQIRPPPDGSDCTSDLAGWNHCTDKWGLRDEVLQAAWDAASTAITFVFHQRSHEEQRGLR
FN deposition inh – inhibitors of fibronectin matrix deposition, primary screen, AH1F cells, Alexa488-fibronectin fluorescence, plate reader | 350,000 tested, 0.086% active | AH1F fibroblasts, overnight | inhibition, % at 12.6 µM | AID 743247, 2014;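 active = mean inhibition across replicates of 30% or more, regardless of how many single replicates reach that level; inconclusive = mean under 30% yet at least half of replicates reach 30%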;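 note: positive control wells lacked labelled fibronectin entirely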
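Material – AH1F fibroblast monolayer, labelled fibronectin deposition · Reagent – labelled fibronectin 24 nM · Timing – 1 h adhesion, overnight exposure · Measured by – fluorescence at 485 nm excitation, 525 nm emission · Read-out – inhibition of fibronectin deposition signal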
esBAF inh – Bmi1 luciferase reporter increase in mESCs, primary screen, esBAF inhibitor project, mouse ES cells, Bmi1 luciferase knock-in, single point | AID 602393, 2012 | reporter increase, % at 12.5 µM | 350,000 tested, 2% active | 24 h; 100% = twice the neutral-well signal; in the data active = activation above about 40%; inconclusive = no clear call, values can overlap the other calls;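 note: 0% = median of the plate's neutral control wells and 100% = double that signal; a rise in the Bmi1 reporter signal indicates esBAF inhibition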
Starred values were filed as active, the others as inactive; ? = inconclusive.

SMILES	RAD54 inh	FN deposition inh	esBAF inh
CCNS(=O)(=O)c1ccc(OC)c(C)c1	0	4	1
Cc1nn2c(-c3cccc(NC(=O)c4ccco4)c3)nnc2c2ccccc12	10	0	11
COc1ccccc1NC(=O)N1CCCC1C(=O)NC12CC3CC(CC(C3)C1)C2 (centres undefined)	6	13	-11
C=C(C)COc1ccc2oc(C)c(C(=O)OCCOC)c2c1	-15	-5	-7
COC(=O)C1=C(C)NC2=C(C(=O)CCC2)C1c1cn(Cc2ccc(Br)cc2)nc1-c1ccccc1 (centres undefined)	-2	3	5
CCc1ccc(NC(=O)CSc2nnc(CNC(=O)c3c(F)cccc3Cl)o2)cc1	-1	3	7
COc1ccccc1-c1cc(C(F)(F)F)nc(S(=O)(=O)CCCC(=O)O)n1	-8	-2	2
Cc1cc(NC(=O)CSc2nc3ccccc3n2CC(=O)N2CC(C)CC(C)C2)no1 (centres undefined)	-8	6	-6
O=C(NC1CC1)c1sccc1-n1cccc1	3	-8	-3
CCOC(=O)C1(CC)NC(c2ccc(N(C)C)cc2)C2C(=O)N(C)C(=O)C21 (centres undefined)	2	-11	5
Cn1c(=O)cc(SCC(=O)N2CCN(c3ccccn3)CC2)c2ccccc21	8	-8	3
CC(=O)N1CCCc2cc(S(=O)(=O)NCCC3=CCCCC3)ccc21	-6	-22	-3
Cc1ccc(C)c(C(=O)CCC(=O)Nc2cccnc2)c1	-4	-4	2
COc1ccc(S(=O)(=O)N2CCC(C(=O)NCCc3ccc4c(c3)OCO4)CC2)cc1	-11	4	2
N#Cc1cccc(-n2nnnc2-c2ccccn2)c1	1	-5	6
COc1cc(OC)c(C(=O)NC2CCCCCC2)cc1OC	-10	-1	-1
Cc1ccc(NC(NC(=O)c2ccccn2)C(Cl)(Cl)Cl)cc1 (centres undefined)	9	-7	6
NC(=O)C1(N2CCCCC2)CCN(Cc2ccccc2Cl)CC1	5	-2	6
O=C(N1CCC(O)(c2cccnc2)CC1)C12CC3CC(CC(C3)C1)C2	-4	-3	0
O=C1C=C(NCc2ccc(Cl)cc2Cl)C2(CCCCC2)O1	6	-2	-3
Cc1oc(-c2ccccc2F)nc1CSCC(=O)NCc1ccc2c(c1)OCO2	-1	-8	4
C/C=C/c1c(F)c(F)c(Oc2ccc(C(=O)O)cc2)c(F)c1F	2	0	-7
COc1ccc(CCNC(=O)CN(c2ccccc2)S(C)(=O)=O)cc1OC	0	1	-2
Cc1nc2c(cnn2-c2ccccc2Cl)c(=O)n1-c1ccc(N2CCC(C)CC2)cc1	4	-2	14
CC(=O)Nc1ccc(NC(=O)CSCc2cnn(-c3ccccc3)c2-n2cccc2)cc1	1	-3	10
Nc1nnnn1/N=C/c1ccccc1OCc1ccc(Cl)cc1	2	-10	9
CCOC(=O)n1c(=O)oc2ccc(Cl)cc21	3	-7	-6
Cc1cc(NC(=O)COC(=O)C2CCN(S(=O)(=O)c3ccc(Cl)cc3)CC2)no1	-3	5	-3
Nc1ccc2c(C(F)(F)F)cc(=O)oc2c1	-10	16	-1
NC(=O)CSc1nnc(-c2cccs2)n1-c1ccccc1	-5	0	-3
CC(=O)Nc1nc(-c2ccc(Cl)cc2)nc(C)c1C(C)=O	1	12	18
COc1ccc2c(=O)c3c(=O)n(Cc4ccco4)c(-c4ccco4)nc3oc2c1	22	-4	9
NC(=O)c1ccc(-c2ccc(Br)cc2)o1	1	-2	?
CCOC(=O)c1cnc2ccc(C)cc2c1OCc1cc(F)cc(F)c1	15	-3	-8
CCOC(=O)c1cn(-c2ccccc2CO)c2c(F)c(F)c(F)cc2c1=O	3	3	-2
CSc1nnc(-c2ccccc2)n1C	-2	7	-5
COc1ccccc1NC(=O)C1=C(C)Nc2nnnn2C1c1ccccn1 (centres undefined)	-2	5	4
O=C(Nc1cccnc1)c1ccco1	-2	-8	4
Cc1nc(CC(=O)N2CCN(c3cccc(C)c3C)CC2)cs1	-4	1	17
COc1ccc2nc(C)cc(N3CC(C)OC(C)C3)c2c1 (centres undefined)	7	9	6
CCN(Cc1ccccc1)Cc1cc(OC)cc(OC)c1	-10	-8	10
Cc1cccc(C)c1NC(=O)CSCc1cccc(CSCC(=O)Nc2c(C)cccc2C)n1	-5	-12	-1
CCOC(=O)c1c(N)sc2c1CCS(=O)(=O)C2	-11	0	-13
COc1ccc(CNc2nc3nc(C)cc(C)n3n2)cc1OC	-4	-2	-4
O=C(CSc1nnc(Cc2cccs2)n1C1CCCCC1)N1CCN(C(=O)c2ccco2)CC1	-4	-5	8
COc1cc2c(cc1OC)C(c1cccc(OC)c1OC)CC(=O)N2 (centres undefined)	5	-5	-7
CCCn1nnnc1NCc1ccc(N2CCCC2)cc1	4	-4	-5
CN(CC(=O)Nc1nc2ccccc2s1)S(=O)(=O)c1ccc(Br)cc1	-1	-5	2
CCCCC(=O)Nc1ccc(C(=O)N2CCN(c3ccccc3OC)CC2)cc1	5	7	-7
Cc1onc(-c2ccccc2)c1C(=O)Nc1ccon1	1	-4	-2
O=C(Nc1ccccc1C(=O)Nc1ccc2c(c1)OCO2)c1cccs1	9	4	16
Cc1cc2cc3c(cc2nc1SCC(=O)OC(C)C)OCCO3	-8	3	30
O=C(O)CCN=C1CCCc2ccccc2N1	5	-4	-6
CC12CCC(C(=O)NCc3ccccc3)(OC1=O)C2(C)C (centres undefined)	2	4	-1
Cc1nnc(SCc2ccccc2Cl)n1CC1CCCO1 (centres undefined)	3	-6	2
COC(=O)C1CSC(C(=O)OC)N1C(=O)CN1CC(C)OC(C)C1 (centres undefined)	9	11	-2
COc1ccc(CCNC(=O)C2CCCN2C(=O)NC2CCCCC2)cc1OC (centres undefined)	-4	2	1
CCOC(=O)c1c(C)n(C)c2ccc(OC)c(NC(=O)CN3CCN(Cc4ccccc4)CC3)c12	-4	13	10
COc1ccc(C2=Nn3c(nnc3-c3ccncc3)SC2)cc1	1	26	0
CC1=C(C(=O)c2ccccc2)C(c2cn(-c3ccccc3)nc2-c2ccc(Cl)cc2)NC(=S)N1 (centres undefined)	-6	-2	9

(next part)
SMILES	RAD54 inh	FN deposition inh	esBAF inh
COc1ccc(C(=O)Nc2cc3c(cc2C#N)OCO3)cc1S(=O)(=O)NCc1ccco1	-7	-3	-6
O=C(NCc1cccs1)c1cc2ccccc2o1	1	1	32
CCOC(=O)c1ccc(-c2nnc(-c3ccc(Cl)cc3Cl)o2)cc1	-13	7	45*
COC(=O)C1CCN(C(=O)/C=C/c2ccc(OC)cc2)CC1	3	-1	-6
O=C(NCCN1CCCCC1)Nc1ccccc1	1	3	27
CCC(=O)N/N=C(\C)CC(=O)Nc1ccc2ccccc2c1	2	-6	13
O=[N+]([O-])c1ccc2c(c1Nc1ccccc1)=NC1(CCCCC1)N=2	6	1	7
Cc1ccc(-c2nn3c(C)nnc3s2)cc1NC(=O)CSc1ccc(Cl)cc1	-6	4	1
CCCCNC(=O)C1CCCN(S(=O)(=O)c2ccc(S(=O)(=O)NCC(C)C)cc2)C1 (centres undefined)	0	2	-7
CCn1cc(C(=O)N2CCCc3ccccc32)c2cc(OC)c(OC)cc2c1=O	7	2	-2
Fc1ccc2nc(-c3ccccc3)nc(SCc3nnc(-c4ccccc4)o3)c2c1	-28	-2	-4
CCOC(=O)c1ccc2nc(NC(=O)c3ccco3)sc2c1	-7	-11	-35
CCOc1ccc(CCNC(=O)c2cc3sccc3n2CC)cc1OCC	1	-6	-25
COc1cc(NC(=O)c2ccc(COc3ccccc3Br)o2)cc(OC)c1OC	0	14	-1
Cc1c(C(=O)N2CC(C)OC(C)C2)sc2nc(-c3ccc(F)cc3)cn12 (centres undefined)	-5	-1	-16
COc1ccc(Br)cc1CNC(=O)C1CCCN(S(C)(=O)=O)C1 (centres undefined)	-6	0	-9
CCOC(=O)c1nn(-c2cccc(Cl)c2)c(C)c1C(C)=O	6	11	-6
CCOC(=O)c1cnn(CCOC(=O)C(C)(C)C)c1NC(=O)C(C)(C)C	-3	-4	-5
CCCCCCC(=O)N(O)C1CC(=O)N(c2ccc(C)cc2)C1=O (centres undefined)	-7	5	-10
CCCS(=O)(=O)NCCc1cc2ccc(C)cc2[nH]c1=O	10	-1	23
S=C(Nc1ccc2c(c1)OCO2)NC1CCN(Cc2ccccc2)CC1	4	6	15
CC(=O)c1c(C(C)=O)c(C)n(NC(=O)c2ccc(Cl)cc2)c1C	-7	5	4
Cc1ccc(C)c(-n2c(Cc3cc(=O)[nH]c(=O)[nH]3)nnc2SCC(=O)NCC2CCCO2)c1 (centres undefined)	-2	4	4
CCOC(=O)c1c(NC(=O)CN2CCCCC2)sc2c1CCC(C=O)=C2Cl	12	8	2
CCCN=C(C)c1c(-c2ccccc2)[nH]n(-c2nc3ccccc3s2)c1=O	8	26	26
Nc1ccc2c(c1)C(=O)N(CC1CCCO1)C2=O (centres undefined)	-12	-4	-5
CNC(=O)/C(C#N)=C/c1ccc(-c2ccc(OC)cc2[N+](=O)[O-])o1	0	-4	12
Cn1c(=O)oc2cc(S(=O)(=O)Nc3ccc4c(c3)OCO4)ccc21	-17	-4	45*
CCCCn1c(N)c(Sc2ccccc2)c(=O)[nH]c1=O	-3	-15	0
Cc1oc2nc(SCC(=O)NCCCO)nc(N)c2c1C	14	4	-4
CCCn1nnc(NC(=O)c2cc(Br)cc(Br)c2OC)n1	-1	-4	3
C=CCNc1nnc(C)c2ccccc12	11	6	1
CC(C)(C)c1ccc(N2C(=O)Cc3c2nc(N)c(C#N)c3N)cc1	-12	-1	51*
CC(CCc1ccccc1)NC(=O)CN1CCN(Cc2ccccc2)C1=O (centres undefined)	-5	6	-5
CC(C)NC(=O)c1cccc(Cn2cc(Cl)cn2)c1	2	-5	23
CCN(CC)CCN1C(=O)C(O)=C(C(=O)c2sc(C)nc2C)C1c1cccnc1 (centres undefined)	-2	3	-2
CC(=O)Oc1cc2c(C(C)=O)coc2c2ccccc12	-5	2	24
Clc1nc(-c2n[nH]nc2Cl)n[nH]1	-1	7	-7
COc1ccc(NC(=O)C2CCCN(C)C2)cc1OCC(C)C (centres undefined)	-7	-3	-1
COc1ccccc1Nc1nc(=O)[nH]nc1C	0	8	-3
CC(=O)/C(=N/Nc1ccccc1C)N1CCOCC1	-6	4	0
Fc1ccccc1CNc1cc(Cl)cc(Cl)c1	3	4	-1
COc1ccc(C(=O)/C(=C/c2cccs2)c2nc3ccccc3o2)cc1	9	-2	21
COC(=O)c1cc2ccsc2n1CC(=O)N(C)c1ccccc1	5	3	3

An excerpt of these results, as labelled records.
COC(=O)c1cc2ccsc2n1CC(=O)N(C)c1ccccc1
  RAD54 inh: 5; FN deposition inh: 3; esBAF inh: 3
COc1ccc(C(=O)/C(=C/c2cccs2)c2nc3ccccc3o2)cc1
  RAD54 inh: 9; FN deposition inh: -2; esBAF inh: 21

An excerpt of the results above, as a working copy:
SMILES	RAD54 inh	FN deposition inh	esBAF inh
Nc1ccc2c(c1)C(=O)N(CC1CCCO1)C2=O (centres undefined)	-12	-4	-5
CNC(=O)/C(C#N)=C/c1ccc(-c2ccc(OC)cc2[N+](=O)[O-])o1	0	-4	12
Cn1c(=O)oc2cc(S(=O)(=O)Nc3ccc4c(c3)OCO4)ccc21	-17	-4	45*
CCCCn1c(N)c(Sc2ccccc2)c(=O)[nH]c1=O	-3	-15	0
Cc1oc2nc(SCC(=O)NCCCO)nc(N)c2c1C	14	4	-4
CCCn1nnc(NC(=O)c2cc(Br)cc(Br)c2OC)n1	-1	-4	3
C=CCNc1nnc(C)c2ccccc12	11	6	1
CC(C)(C)c1ccc(N2C(=O)Cc3c2nc(N)c(C#N)c3N)cc1	-12	-1	51*
CC(CCc1ccccc1)NC(=O)CN1CCN(Cc2ccccc2)C1=O (centres undefined)	-5	6	-5
CC(C)NC(=O)c1cccc(Cn2cc(Cl)cn2)c1	2	-5	23
CCN(CC)CCN1C(=O)C(O)=C(C(=O)c2sc(C)nc2C)C1c1cccnc1 (centres undefined)	-2	3	-2
CC(=O)Oc1cc2c(C(C)=O)coc2c2ccccc12	-5	2	24
Clc1nc(-c2n[nH]nc2Cl)n[nH]1	-1	7	-7
COc1ccc(NC(=O)C2CCCN(C)C2)cc1OCC(C)C (centres undefined)	-7	-3	-1
COc1ccccc1Nc1nc(=O)[nH]nc1C	0	8	-3
CC(=O)/C(=N/Nc1ccccc1C)N1CCOCC1	-6	4	0
Fc1ccccc1CNc1cc(Cl)cc(Cl)c1	3	4	-1
COc1ccc(C(=O)/C(=C/c2cccs2)c2nc3ccccc3o2)cc1	9	-2	21
COC(=O)c1cc2ccsc2n1CC(=O)N(C)c1ccccc1	5	3	3

An excerpt; count on the stated rates, not on these rows.
